Compound activity from PubChem BioAssay.
Integrin act MD – qHTS for Activators of Integrin-Mediated Alleviation for Muscular Dystrophy. alpha7betagal myoblasts, beta-gal FDG fluorescence, 48 h. Potency, µM (top dose mostly 38.3 µM), without a hit: top-dose activation, actives largely listed as activators. 350,000 tested, 0.064% active. AID 624291, 2012;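 further: potency means the concentration at half of the fitted maximal effect; 100% = response of the positive control SU9516; nearly all actives have a fitted effect of over 60% in size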
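Alpha7betagal+/- myoblasts (passage 13) were plated 16-24 hr, then exposed to compounds (1:260 dilution of DMSO stock) for 48 hours at 37C. After MPER lysis, β-galactosidase reporter activity was read as FDG fluorescence (ex 480/em 540) after 30 minutes.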
FBPA coupling cs – qHTS Assay for Inhibitors of Fructose-1,6-bisphosphate Aldolase from Giardia Lamblia: Coupling assay counterscreen; coupling enzyme system counterscreen, AmpLite Red fluorescence; activity change, negative = inhibition, % at 58.2 µM, hits read low; 290,000 tested, 0.67% active; in the data active means activity change below about -30%; further: on the % scale 0 is the no-effect control and ±100 the full control effect
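Final compound at 57.5 uM, incubated 10 min at RT with coupling enzyme reagent (glyceraldehyde-3-phosphate), then 20 min with substrate and AmpLite Red detection. Fluorescence read at 525/598 nm; tests interference with the coupling assay, not aldolase inhibition.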
TRPV1 ag – HTS Assay for Compounds that Act as Agonists of the Vanilloid Receptor 1. activation, % at 8.33 µM. 320,000 tested, 0.19% active. TRPV1-expressing cells, Fluo-8 calcium influx, agonist mode. AID 540275, 2011; in the data active means activation above about 80%; inconclusive means between about 30% and that limit; further: 0% is about no effect
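TRPV1-expressing cells were cultured overnight at 35.5C and loaded with Fluo-8 calcium dye for 40 to 90 min at room temperature. After a 10 s baseline, compound was added and calcium influx was read kinetically for 3 min (ex 480/em 520 nm).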
hERG WT inh – qHTS for Inhibitors of KCHN2 3.1: Wildtype qHTS; 340,000 tested, 0.37% active; U2OS, BacMam KCNH2, thallium flux FluxOr; hits give low values; AID 720551, 2013; activity change, % at 1.84 µM; Voltage-gated inwardly rectifying potassium channel KCNH2 (Homo sapiens), Q12809;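 active means maximum activity change below -70%; inconclusive means maximum activity change between -70% and -50%; inactive means maximum activity change above -50%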; further: on the % scale 0 is the no-effect control and ±100 the full control effect
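U2OS cells transduced with wild-type KCNH2 virus are loaded with FluxOr dye for 45 min, and thallium flux is measured in kinetic reads before and after stimulation buffer. Rate constants are normalized to DMSO controls.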
S-ASM inh – Inhibitors of Secretory Acid Sphingomyelinase (S-ASM): qHTS | Sphingomyelin phosphodiesterase (Homo sapiens), P17405 | 340,000 tested, 0.006% active | placental ASM, HMU-PC fluorogenic substrate, 60 min | Potency, µM (doses to about 57.5 µM), without a hit: top-dose activity change, negative = inhibition, hits mostly inhibitors; further: potency means the concentration at half of the fitted maximal effect
Target sequence (P17405 47-631 limits assumed): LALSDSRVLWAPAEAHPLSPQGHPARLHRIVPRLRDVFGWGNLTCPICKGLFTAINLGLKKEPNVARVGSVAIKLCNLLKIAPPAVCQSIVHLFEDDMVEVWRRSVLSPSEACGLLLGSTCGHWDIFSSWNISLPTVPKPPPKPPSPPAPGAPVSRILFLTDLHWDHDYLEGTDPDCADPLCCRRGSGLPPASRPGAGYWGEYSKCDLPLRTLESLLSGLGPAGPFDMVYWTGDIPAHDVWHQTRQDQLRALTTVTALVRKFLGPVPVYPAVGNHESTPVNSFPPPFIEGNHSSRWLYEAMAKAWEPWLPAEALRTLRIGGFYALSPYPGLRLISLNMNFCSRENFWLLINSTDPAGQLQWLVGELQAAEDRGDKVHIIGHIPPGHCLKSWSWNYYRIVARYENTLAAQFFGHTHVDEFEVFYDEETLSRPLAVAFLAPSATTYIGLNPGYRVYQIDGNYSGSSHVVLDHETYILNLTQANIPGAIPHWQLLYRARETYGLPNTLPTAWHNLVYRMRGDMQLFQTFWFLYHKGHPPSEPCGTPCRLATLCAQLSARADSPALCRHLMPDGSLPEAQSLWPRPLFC
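qHTS format. ASM enzyme prepared from human placenta hydrolyses the fluorogenic substrate HMU-PC0 (9 uM final) over 60 min at 37 °C after a 10 min compound preincubation.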
KCNH2 3.1 inh – qHTS for Inhibitors of KCHN2 3.1: Mutant qHTS; activity change, % (tested at about 1.8 µM); U2OS KCNH2 3.1, thallium flux FluxOr; hits give low values; Potassium voltage-gated channel subfamily H member 2, brain isoform KCNH2 3.1 (human); 340,000 tested, 0.95% active;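 active means maximum activity change below -70%; inconclusive means maximum activity change from -70% to -50%; inactive means maximum activity change above -50%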;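 further: thallium influx rate constant from kinetic fluorescence after stimulation buffer; on the % scale 0 is the no-effect control and ±100 the full control effect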
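FluxOr-based Tl+ influx in U2OS cells transduced with KCNH2 3.1 virus; rate constants normalized to DMSO controls.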
MLL CXXC-DNA inh – qHTS Fluorescence Polarization Assay for Inhibitors of MLL CXXC domain - DNA interaction | Histone-lysine N-methyltransferase 2A (Homo sapiens), Q03164 | MLL-CXXC / FITC-HOXA9 DNA fluorescence polarization | Potency, µM (doses to about 115 µM), inactives show at the top dose activity change, negative = inhibition, usual class: inhibitors | 290,000 tested, 0.037% active | AID 2662, 2010; active means well fitted inhibition curve with a large enough effect in the polarisation, with a control signal flat, not every such curve was filed as active; inconclusive means small, poorly fitted or top-dose-only effect, or effect the other way, or a change in a side signal; inactive means no such curve, though single readings can be large or run the other way; the % refers to the polarisation; further: potency means the concentration at half of the fitted maximal effect
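Steps: dispense CXXC domain solution (7 uM) → pin compounds or unlabeled HOX-A9 DNA control → 5 min ambient → add FLSN-HOX-A9 solution (50 nM) → spin → 30 min ambient → fluorescence polarization. Tris pH 7.5/NaCl/DTT/BSA buffer.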
GALK inhibitor – qHTS Assay for Inhibitors of Human Galactokinase (GALK). P51570. Purified GALK, Kinase-Glo residual ATP luminescence. Potency, µM (doses to about 57.5 µM), for inactives: at the highest dose activity change, negative = inhibition, hits mostly inhibitors. 270,000 tested, 0.007% active. AID 1868, 2009; further: potency means the concentration at half of the fitted maximal effect; on the % scale 0 is the no-effect control and ±100 the full control effect
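ATP-depletion format; final 35 uM ATP, 100 uM D-galactose, 5 nM enzyme; pH 8.0 HEPES/Mg2+ buffer; 60 min RT; luminescence read 10 min after detection reagent.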
AT treatment – qHTS Assay for Identifying a Potential Treatment of Ataxia-Telangiectasia | […] A-T fibroblasts, KAP-1 phosphorylation AlphaLISA; neocarzinostatin DNA damage 30 min before lysis | Potency, µM (highest dose often 57.5 µM), for inactives: top-dose activation, actives largely listed as activators | 320,000 tested, 0.19% active | AID 485349, 2010; further: potency means the concentration at half of the fitted maximal effect; % of control where 0% means no effect; nearly all actives have a fitted effect of over 45% in size
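hTERT-immortalized A-T patient fibroblasts ([…]), 500 cells/well in OPTI-MEM, 1% FBS, got compounds for 60 min, then NCS for 30 min at 37C. Lysates were then assayed for phospho-KAP-1 by AlphaLISA (anti-pKAP1 donor, anti-KAP1 acceptor beads), 6 hr at 25C.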
MBNL1-CUG inh – qHTS Assay for Inhibitors of MBNL1-poly(CUG) RNA binding; Muscleblind-like protein 1 (Homo sapiens), Q9NR56; TR-FRET MBNL1-His/biotin-(CUG)12 binding, 665/545 ratio; Potency, µM (top dose mostly 57.5 µM), inactives show at the highest dose activity change, negative = inhibition, most hits filed as inhibitors; 280,000 tested, 0.036% active; active means well fitted inhibition curve with a large enough effect in the signal ratio, with a control signal flat, not every such curve was filed as active; inconclusive means small, poorly fitted or top-dose-only effect, or effect the other way, or a change in a side signal; inactive means no such curve, though single readings can be large or run the other way; the % refers to the signal ratio; further: potency means the concentration at half of the fitted maximal effect; on the % scale 0 is the no-effect control and ±100 the full control effect
Target sequence (Q9NR56 whole entry, looked up): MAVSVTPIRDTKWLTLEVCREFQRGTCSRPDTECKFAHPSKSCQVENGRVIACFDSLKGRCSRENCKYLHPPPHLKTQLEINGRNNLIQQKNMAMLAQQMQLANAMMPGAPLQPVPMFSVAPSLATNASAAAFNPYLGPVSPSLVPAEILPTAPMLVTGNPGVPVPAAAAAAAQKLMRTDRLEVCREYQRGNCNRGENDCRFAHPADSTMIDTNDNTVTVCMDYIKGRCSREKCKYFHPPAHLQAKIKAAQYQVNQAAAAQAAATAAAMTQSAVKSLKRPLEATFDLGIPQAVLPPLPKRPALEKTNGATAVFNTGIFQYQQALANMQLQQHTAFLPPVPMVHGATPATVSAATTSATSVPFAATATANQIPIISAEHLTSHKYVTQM
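Compound titration spanned 92 nM–58 uM against the MBNL1-His/biotin-(CUG)12 complex. After 60 min at room temperature with 5 nM streptavidin-XL665 and 0.055 ng/ul terbium anti-His, ratiometric 665/545 nm emission (Ex 340 nm) normalized to controls.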
Active calls of the source: *; ? = inconclusive; . = not tested or not shown; [ ] = another dose, or the depositor's remark. Unless noted, the call rests on the fitted dose curve; in most records, active means well fitted curve in the direction sought with a large enough effect; inconclusive means small, poorly fitted or top-dose-only effect, or another doubt; inactive means no such curve, though single readings can be large; an effect the other way counts as inactive or inconclusive.

SMILES | Integrin act MD | FBPA coupling cs | TRPV1 ag | hERG WT inh | S-ASM inh | KCNH2 3.1 inh | MLL CXXC-DNA inh | GALK inhibitor | AT treatment | MBNL1-CUG inh
O=[N+]([O-])c1ccc(CNc2cccc(Cl)c2)s1 | -57.4%[inhibitor] | -1.4 | -3.0 | -12.8 | -1.2% | -3.5 | -0.2% | -1.6% | 1.1% | ?
COc1ccc2cc(CN(CC3CCCO3)C(=O)Nc3ccccc3)c(=O)[nH]c2c1 (configuration not stated) | -41.3% | -1.8 | 12.6 | 2.7 | -2.0% | -49.6 | -8.3% | 4.3% | 0.6% | 9.8%
O=C(Nc1cccc(C(F)(F)F)c1)C1CCN(S(=O)(=O)c2ccc(N3CCCC3=O)cc2)CC1 | -28.8% | . | 1.5 | 5.2 | -17.1% | 0.8 | 67.6%[activator] | -8.0% | 11.2% | -5.1%
CCc1ccccc1N(CC(=O)NCc1ccco1)C(=O)c1snc(C(N)=O)c1N | -1.8% | 0.1 | 2.4 | 2.1 | . | 13.4 | -4.6% | -4.9% | 9.0% | ?
CN(C(=O)c1cccnc1)c1nnc(-c2ccccn2)s1 | 9.2% | -0.6 | 4.6 | ? | 5.3% | 7.6 | 1.4% | 1.5% | 9.6% | 2.4%
O=C(O)c1cc(-c2ccccc2)n(-c2ccc(Cl)cc2Cl)n1 | -8.9% | 6.0 | -4.6 | -1.4 | 12.1% | -0.6 | 0.0% | 1.6% | -5.3% | -11.3%
O=C(CCC1CCCCC1)Nc1ccccc1C(=O)N1CCOCC1 | -2.4% | 5.0 | -2.2 | 4.9 | -4.1% | -1.4 | -3.4% | -1.6% | -8.6% | -4.8%
Cc1ccc(S(=O)(=O)N2CCC(=O)N(CCO)CC2)cc1 | -10.5% | 1.2 | -3.4 | 0.8 | 3.8% | 1.0 | 10.6% | . | -9.8% | 21.8%
O=C(NCCc1ccccc1)c1ccc2c(c1)N(Cc1ccccc1)C(=O)CS2=O (configuration not stated) | 16.0% | 0.4 | 13.3 | -1.5 | -4.8% | 4.8 | 10.0% | 0.1% | 4.4% | 3.4%
COCCNC(=O)CSc1nnc(-c2ccc(C)cc2)c(-c2ccc(C)cc2)n1 | ? | 2.1 | 14.9 | -0.3 | -12.7% | -3.3 | 2.7% | -0.5% | 5.0% | ?
CCc1ccc(C2NC(c3ccc(CC)cc3)C([N+](=O)[O-])C(C)(C)C2[N+](=O)[O-])cc1 (configuration not stated) | 8.6% | 1.3 | 6.6 | -16.5 | 0.7% | -4.4 | 6.1% | -2.5% | 1.0% | -12.3%
CCCCn1c(N)c(N(CCOC)C(=O)C2CCCN(C(=O)c3ccc(Cl)cc3)C2)c(=O)[nH]c1=O (configuration not stated) | -8.8% | . | 3.2 | 2.9 | 22.2% | -18.6 | . | . | 10.9% | .
COc1ccc(C2C(C(=O)N3CCN(c4ccc(OC)cc4)CC3)c3ccccc3C(=O)N2C)cc1 (configuration not stated) | 11.0% | -5.5 | -2.7 | -4.0 | -1.8% | 0.3 | 1.5% | 0.0% | -0.4% | -3.8%
O=C(Nc1cccc([N+](=O)[O-])c1)N(c1ccccc1)c1ccccc1 | 6.2% | . | . | 19.0 | -2.9% | 5.5 | . | . | . | .
CC1(NC(=S)Nc2ccc(NC(=S)NC3(C)CCS(=O)(=O)C3)cc2)CCS(=O)(=O)C1 (configuration not stated) | -8.1% | 3.7 | -1.0 | 4.9 | -6.9% | -8.6 | 0.8% | 0.2% | 3.5% | -7.6%
Cc1cc(C(=O)Nc2ccc(N3CCOCC3)cc2)c2ccccc2n1 | -20.0% | -0.1 | 1.8 | 0.2 | -0.4% | 13.1 | 11.2% | -1.3% | -15.5% | 2.0%
CCOC(=O)c1cc2c(c(CCO)n1)[C@@H](CCO)N(S(=O)C(C)(C)C)C2 (some centres not stated) | -17.7% | . | . | 9.9 | 7.3% | -4.7 | . | . | . | .
O=C(CNC(=O)c1cccs1)N=Nc1c(O)[nH]c2ccc([N+](=O)[O-])cc12 | 9.0% | -11.2 | 2.0 | -40.9 | -6.7% | 7.2 | -2.7% | -0.7% | -6.1% | ?
NC(=O)c1ccc(NC(=O)c2ccc(CN3CCOCC3)cc2)cc1 | -22.8% | 1.6 | -2.5 | -8.0 | -0.2% | -2.8 | -4.1% | 1.1% | . | 5.5%
Cc1ccc(CN(C)CCc2ccccn2)cc1 | 9.2%[7.66 µM] | 0.6 | -4.2 | . | 3.0% | -0.7 | -2.5% | 0.3% | . | 5.0%
O=C(/C=C\c1ccco1)Nc1ccc(N2CCN(C(=O)c3ccccc3)CC2)cc1 | 12.1% | 1.3 | 3.3 | 0.4 | 0.9% | -32.8 | 5.2% | -0.9% | -2.7% | 12.7%
O=C1N=c2ccccc2=C1c1sc(Nc2ccc(O)cc2)nc1O | -2.6% | -0.9 | 0.5 | -11.2 | ? | 5.1 | 19.8% | -5.6% | 0.6% | -14.8%
O=C(CCSc1ccc(F)cc1)NNC(=O)c1ccc([N+](=O)[O-])cc1 | 10.2% | . | 3.5 | 0.2 | -1.7% | -2.2 | . | . | -5.3% | .
O=C(NC1CC(=O)N(c2ccccc2)C1)N1CCN(C(=O)c2ccco2)CC1 (configuration not stated) | -1.2% | . | 1.7 | 5.0 | 0.2% | 2.1 | . | . | 1.6% | .
COc1ccccc1N1CCN(CC(=O)Nc2ccccc2C(=O)NC(C)c2ccccc2)CC1 (configuration not stated) | 9.7% | . | 27.6 | 0.2 | 1.1% | -5.6 | . | . | 0.8% | .

(next part)
SMILES | Integrin act MD | FBPA coupling cs | TRPV1 ag | hERG WT inh | S-ASM inh | KCNH2 3.1 inh | MLL CXXC-DNA inh | GALK inhibitor | AT treatment | MBNL1-CUG inh
O=C(c1cc2ccccc2o1)N1CCN(c2ccccc2Cl)CC1 | 6.3% | -3.2 | -5.8 | -14.5 | -8.9% | -23.5 | -6.8% | 0.5% | . | -0.2%
COc1ccccc1NC(=O)c1cc(C(=O)O)ccc1C(=O)O | 1.7% | 0.0 | -0.8 | 2.0 | 4.4% | -2.0 | -1.6% | 4.9% | 1.9% | 10.6%
COC(=O)c1ccc(Cn2cc([N+](=O)[O-])cn2)cc1 | -22.5% | 1.0 | -4.4 | -13.9 | -1.9% | 2.9 | -6.5% | -2.4% | -2.3% | 3.8%
COc1ccc(-n2cnc3cc(C(=O)N4CCOCC4)ccc32)cc1 | -15.5% | 0.7 | -3.8 | 6.8 | 0.7% | 14.6 | -1.5% | 0.0% | 6.7% | -1.5%
CCOC(=O)/C(=C/c1ccc(OC(=O)c2ccccc2)cc1)C(C)=O | 0.0% | 2.2 | 6.9 | 1.2 | -0.7% | 9.4 | -0.5% | . | 2.2% | 14.1%
Cc1cc(NC(=O)CSc2nc3ccccc3[nH]2)no1 | 17.7% | -2.3 | -0.4 | -3.1 | -0.3% | -7.2 | -0.4% | 3.3% | 6.2% | -13.4%
COC(=O)C1CCN(C(=O)COc2cc3sc(C)nc3c3sccc23)CC1 | -36.0% | -1.8 | ? | 0.8 | -1.9% | -8.3 | -1.0% | -1.4% | 6.8% | -2.4%
CC(C)NC(=O)N(C)C[C@H]1Oc2c(cccc2N(C)C)C(=O)N([C@H](C)CO)C[C@@H]1C | 29.8% | . | . | 2.7 | 7.3% | 37.5 | . | . | 1.7% | .
COc1ccc(OC)c(S(=O)(=O)Nc2cc3c4c(c2)C(C)C(=O)N4CCC3)c1 (configuration not stated) | -13.6% | . | -0.1 | 9.8 | 3.8% | 2.7 | . | . | 7.2% | .
CCC(NC(=O)c1cccc(Cn2nc(C)c([N+](=O)[O-])c2C)c1)c1ccc(C(C)C)cc1 (configuration not stated) | 16.9% | 9.1 | 0.5 | -8.4 | 0.2% | 7.7 | 15.2% | -3.4% | 1.6% | 0.8%
